Screening results deposited in PubChem BioAssay by National Center for Advancing Translational Sciences (NCATS).
Vif-APOBEC3F blk: qHTS for Inhibitors of Vif-A3F Interactions: qHTS; 390,000 compounds, 0.2% hits; AID 602313, 2012; HeLa A3F-eYFP + Vif (tagged APOBEC3F with the HIV-1 protein that degrades it), YFP fluorescence increase; Potency, µM (top dose mostly 46.1 µM), without a hit: top-dose activity, negative = active; also: potency is read from the fitted curve at half-maximal effect; % of control where 0% means no effect; nearly all actives have a fitted effect of over 65% in size
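HeLa cells stably expressing A3F-eYFP plus Vif, plated and incubated overnight at 37 deg C, then exposed to compounds overnight at 37 deg C. Blocked degradation read as raised yellow fluorescence (Ex 488/Em 500-530).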
Glioma ERSR ind: qHTS for Inducers of the Endoplasmic Reticulum Stress Response (ERSR) in Human Glioma: qHTS | U87-MG GRP78 promoter luciferase reporter, 16 h | Potency, µM, inactives show at the top dose activation, actives largely listed as activators | AID 602332, 2012 | 420,000 compounds, 0.02% hits; also: potency is read from the fitted curve at half-maximal effect; series mostly up to about 76 µM; % of control where 0% means no effect; nearly all actives have a fitted effect of over 35% in size
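ERSR induction read as luciferase luminescence (Bright-Glo, 10 min at room temperature) in stably transfected human U87-MG glioma cells exposed to compounds for 16 h, using GRP78 as sensor.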
D1 PAM: Potentiators of Human D1 Dopamine Receptor: qHTS; D(1A) dopamine receptor (Homo sapiens), P21728; HEK293 TREx D1 cells, calcium flux, dopamine EC20 potentiation; potentiation, % at 10 µM; 360,000 compounds, 0.036% hits; AID 504651, 2011; in the data active = potentiation above about 30%; also: 0% is about no effect
RXFP1 antagonist: qHTS Assay for Antagonists of the Relaxin Receptor RXFP1; Relaxin receptor 1 (Homo sapiens), Q9HBX9; HEK293-RXFP1, relaxin-stimulated cAMP HTRF, 30 min; hits give low values; activity change, negative = inhibition, % at 57.5 µM; 350,000 compounds, 0.59% hits; AID 1259400, 2018;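 active = activity change of -60% or lower, but not beyond a set lower limit; inconclusive = change between -60% and -40%, or beyond the set limit; inactive = change above -40%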; also: % is scaled to controls: 0 for no effect and ±100 for the full control effect
Target sequence (Q9HBX9 whole entry, looked up): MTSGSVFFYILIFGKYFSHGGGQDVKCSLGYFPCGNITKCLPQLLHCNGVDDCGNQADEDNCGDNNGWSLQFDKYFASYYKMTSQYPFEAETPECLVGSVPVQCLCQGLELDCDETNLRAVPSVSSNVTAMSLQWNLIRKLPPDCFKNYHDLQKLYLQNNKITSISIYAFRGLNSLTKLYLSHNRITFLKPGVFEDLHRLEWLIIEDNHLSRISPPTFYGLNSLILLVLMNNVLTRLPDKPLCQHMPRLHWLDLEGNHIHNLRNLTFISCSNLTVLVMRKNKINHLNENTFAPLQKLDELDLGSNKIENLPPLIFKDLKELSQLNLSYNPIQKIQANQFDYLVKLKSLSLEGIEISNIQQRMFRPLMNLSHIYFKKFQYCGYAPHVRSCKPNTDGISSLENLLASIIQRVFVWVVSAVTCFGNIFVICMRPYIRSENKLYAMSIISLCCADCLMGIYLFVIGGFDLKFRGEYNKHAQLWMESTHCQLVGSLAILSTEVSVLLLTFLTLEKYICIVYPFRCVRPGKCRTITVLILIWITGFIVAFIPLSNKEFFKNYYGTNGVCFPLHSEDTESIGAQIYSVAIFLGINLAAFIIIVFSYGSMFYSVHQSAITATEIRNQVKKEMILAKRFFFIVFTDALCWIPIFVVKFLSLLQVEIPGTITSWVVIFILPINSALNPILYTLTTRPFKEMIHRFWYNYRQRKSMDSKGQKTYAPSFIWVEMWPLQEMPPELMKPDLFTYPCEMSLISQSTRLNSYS
D1 antag: Antagonist of Human D 1 Dopamine Receptor: qHTS; HEK293 TREx D1 cells, calcium flux, dopamine EC80; hits give low values; 360,000 compounds, 3.2% hits; activity change, negative = inhibition, % at 10 µM; AID 504652, 2011; in the data active = activity change below about -30%; also: % is scaled to controls: 0 for no effect and ±100 for the full control effect
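Cells carrying a force-coupled, tetracycline-inducible human D1 receptor report calcium flux. Each well gets a 10 s baseline, compound with 180 s monitoring, then an EC80 dopamine stimulus with a second 180 s kinetic read.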
D2 PAM: HTS Assay for Positive Allosteric Modulators of the Human D2 Dopamine Receptor: Primary Screen for Potentiators; 340,000 compounds, 0.34% hits; HEK293 T-REx D2, calcium flux, EC20 dopamine potentiation; D(2) dopamine receptor (Homo sapiens), P14416; potentiation, % at 10 µM; AID 485347, 2010;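 active = potentiation over 3 SD above the plate norm, cut at about 30% in these data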; also: 0% is about no effect
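Tetracycline-induced Hek293 Trex D2 cells, force-coupled to calcium, loaded with no-wash calcium dye. Compound added with 180 s kinetic read for agonism, then EC20 dopamine and a further 180 s read for potentiation.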
Vif-APOBEC3G blk: qHTS for Inhibitors of Vif-A3G Interactions: qHTS; HeLa A3G-eYFP + Vif (tagged APOBEC3G with the HIV-1 protein that degrades it), YFP fluorescence, overnight; 410,000 compounds, 0.076% hits; Potency, µM (doses to about 46.1 µM), for inactives: at the highest dose activity, negative = active, most hits filed as inhibitors; DNA dC->dU-editing enzyme APOBEC-3G (Homo sapiens), Q9HC16; AID 602310, 2012;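 also: potency is read from the fitted curve at half-maximal effect; % is scaled to controls: 0 for no effect and ±100 for the full control effect; nearly all actives have a fitted effect of over 60% in size; hits raise eYFP signal because A3G escapes Vif-driven loss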
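Read-out is eYFP fluorescence (Ex 488/Em 500-530) from Vif-expressing HeLa A3G-eYFP cells; more signal means A3G escaped Vif-mediated degradation. Cells plated overnight, compound pinned in, incubated overnight at 37 deg C.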
RXFP1 ag: qHTS Assay for Agonists of the Relaxin Receptor RXFP1 | Relaxin receptor 1 (Homo sapiens), Q9HBX9 | HEK293T-RXFP1 cAMP TR-FRET, 30 min; response scale: percent of porcine relaxin response, buffer zero | Potency, µM (doses to about 57.5 µM), for the others: at the highest dose activation, usual class: activators | 370,000 compounds, 0.3% hits; also: potency is read from the fitted curve at half-maximal effect; % is scaled to controls: 0 for no effect and ±100 for the full control effect; nearly all actives have a fitted effect of over 60% in size; many of its hits are not listed in these tables
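HEK293 cells stably expressing RXFP1, treated 30 min at 37C with compounds plus PDE4 inhibitor Ro 20174; cAMP measured by HTRF TR-FRET. Normalized to buffer and 29 nM porcine relaxin; EC50 by Hill fit.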
D1 ag: Allosteric Agonists of the Human D1 Dopamine Receptor: qHTS. AID 504660, 2011. activation, % at 2 µM. HEK293 T-REx D1 cells, calcium flux, agonist mode. 360,000 compounds, 1% hits; in the data active = activation above about 30%; also: 0% is about no effect
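Tetracycline-induced HEK293 TREx D1 cells, force-coupled to calcium signalling, were dye-loaded with a no-wash calcium kit. Compound was pin-added after a 10 s baseline. Fluorescence was read kinetically at 1 cycle/s for 180 s, with calcium rises flagged as agonism.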
* marks the source's active call; other numbers are inactive results; ? = inconclusive; . = not tested or not shown; & = joins results of further samples. Unless noted, calls follow the shape of the dose curve; as a rule, active = well fitted curve in the direction sought with a large enough effect; inconclusive = small, poorly fitted or top-dose-only effect, or another doubt; inactive = no such curve, though single readings can be large; an effect the other way counts as inactive or inconclusive. An excerpt. The share of hits here may be higher or lower than overall.

| SMILES | Vif-APOBEC3F blk | Glioma ERSR ind | D1 PAM | RXFP1 antagonist | D1 antag | D2 PAM | Vif-APOBEC3G blk | RXFP1 ag | D1 ag |
| --- | --- | --- | --- | --- | --- | --- | --- | --- | --- |
| COc1ccc(CN2CCNC(=O)C2CC(=O)N(C)Cc2ccon2)c(OC)c1 (centres undefined) | 19.1% | 2.5% | 5.0 | 10.3 | -20.3 | 10.9 | 0.8% | 0.5% | 2.8 |
| CC(C)(C)NC(=O)CN(C(=O)C(=O)Nc1ccc2c(c1)OCCO2)C1CCCC1 | -2.9% | -6.1% | . | -13.6 | -20.3 | 4.6 | -0.8% | -1.2% | 4.4 |
| Cc1ccccc1-n1c(SCC(=O)NCC2CCCO2)nc2c([nH]c3ccccc32)c1=O (centres undefined) | -1.2% | 5.1% | -7.2 | 2.5 | -1.6 | 14.0 | -14.4% | 1.4% | -0.3 |
| COc1ccc(OC)c(/C=C2\NC(=O)NC2=O)c1 | 2.6% | -6.4% | 12.8 | -0.8 | 2.3 | -0.1 | 0.9% | 10.3% | 4.0 |
| O=S(=O)(c1cccs1)n1nnc2ccccc21 | 5.4% | 1.2% | -2.5 | -3.8 | -4.0 | 9.3 | -8.1% | 1.6% | -0.4 |
| CCCNC(=O)CN1C(=O)NC(Cc2c[nH]c3ccccc23)C1=O (centres undefined) | 2.9% | -2.0% | -4.8 | -0.4 | -0.8 | -0.1 | -6.2% | -1.3% | 2.1 |
| COC(=O)/C(=C\c1ccc([N+](=O)[O-])cc1)NC(=O)c1ccccc1 | 4.9% | -1.7% | . | 21.6 | . | . | -0.1% | . | . |
| CCOc1ccc(/C=C2\SC(N3CCCCC3)=NC2=O)cc1 | -7.2% | -0.6% | -6.0 | 6.5 | -9.0 | -5.9 | -8.0% | 12.6% | 2.9 |
| CCOc1ccccc1Nc1nc(N)nc(CSc2nncn2C)n1 | 6.0% | -1.5% | -1.8 | 10.9 | 3.6 | . | -1.4% | -0.5% | 2.4 |
| CCCCOCCCN1CC(=O)N2[C@@H](Cc3c([nH]c4ccccc34)C2(C)C)C1=O | 2.9% | -1.5% | 7.1 | -10.1 | -1.5 | 9.7 | 0.4% | -2.3% | 0.5 |
| O=C(Cn1cnc2c(nnn2Cc2ccc(F)cc2)c1=O)N1CCCCC1 | 0.6% | -2.7% | 3.0 | -2.7 | 10.4 | -8.3 | 0.7% | 1.6% | 0.7 |
| O=C(/C=C/c1ccc[nH]1)c1ccc(F)cc1 | -6.7% | 5.1% | 0.8 | -11.7 | 7.6 | 1.4 | -0.1% | 1.6% | 0.0 |
| O=C(CSc1ncccn1)NC1CCCC1 | -0.9% | -1.9% | . | -4.9 | . | . | 0.9% | . | . |
| COC(=O)C1CC(=O)N(c2ccc(C)cc2)C1 (centres undefined) | -4.5% | -1.0% | 4.9 | -1.4 | 3.0 | 16.9 | -2.6% | -0.4% | 0.4 |
| COc1ccc(C(=O)Nc2c(N)nc(SCC(=O)N3CCC(C)CC3)[nH]c2=O)cc1OC | 6.3% | 0.1% | -0.3 | 9.7 | -0.8 | 8.4 | 3.4% | 0.3% | 2.0 |
| OCCC#Cc1ccc(CN2CCN(Cc3ccsc3)C(CCO)C2)cc1 (centres undefined) | 7.5% | 1.4% | -2.6 | -2.0 | -16.5 | 7.0 | 0.4% | -2.4% | 11.6 |
| CCC(C(=O)N1CCN(c2ccccc2)CC1)n1nc(C)n2c(cc3sccc32)c1=O (centres undefined) | -11.1% | -2.5% | -4.7 | -7.6 | -5.7 | -3.9 | -29.4% | 9.0% | -0.1 |
| Cc1nc2ccccc2c(-c2ccccc2)c1C(=O)c1ccccc1 | -3.6% | -2.8% | 0.5 | -0.7 | -0.5 | -2.4 | 1.9% | 1.5% | 3.0 |
| CNC(=O)COC(=O)c1ccc(Cl)c(S(N)(=O)=O)c1 | -10.9% | -0.6% | -4.0 | 8.0 | 8.5 | -6.3 | -1.1% | 3.3% | 3.6 |
| O=C(CC1N=C2c3ccccc3N=C(SCc3ccc(Cl)cc3)N2C1=O)NCc1ccco1 (centres undefined) | -5.9% | -3.3% | 0.1 | 2.6 | -12.2 | 6.1 | -8.8% | -0.7% | 0.5 |
| COc1cccc(NC(=O)C2CCC(CNC(=O)[C@@H]3Cc4ccccc4CN3)CC2)c1 (some centres undefined) | -1.9% | 1.3% | 0.2 | 3.3 | 12.4 | 14.1 | -1.1% | 0.0% | 4.4 |
| CC(=O)NNC(=O)CSc1nnc(-c2ccccc2)c(-c2ccccc2)n1 | 2.0% | 0.0% | 0.8 | -3.2 | -14.2 | 14.7 | -0.3% | -1.0% | 5.8 |
| NS(=O)(=O)c1ccc(CNC(=O)Cn2nc(C(F)F)cc2C(F)F)cc1 | 5.3% | -1.6% | 5.5 | -3.5 | 16.9 | 16.1 | 2.5% | -0.5% | 3.2 |
| COc1ccc(OC)c(-n2nnnc2SCC(=O)NCCc2ccccc2)c1 | 0.1% | -4.2% | -6.5 | -11.8 | -1.9 | 8.0 | -4.9% | 1.7% | 3.9 |
| O=C(Nc1cccc(C(F)(F)F)c1)C12CC3CC(CC(C3)C1)C2 | -10.6% | -3.1% | -6.5 | -20.6 | -8.3 | -17.7 | 0.7% | -0.3% | 10.8 |
| COC(=O)[C@H](CCSC)NC(=O)Nc1cccc(Br)c1 | 3.3% | -3.1% | 3.4 | 4.0 | -10.7 | 7.4 | 0.4% | 1.9% | 1.2 |
| S=C(NCCCN1CCOCC1)N1CCN(c2ccccc2)CC1 | 0.4% | -4.3% | 10.8 | -3.4 | -3.5 | 10.5 | 2.8% | -2.8% | 5.3 |
| Cc1ccccc1CSc1nnnn1-c1ccc(C(N)=O)cc1 | ? | -2.4% | -1.4 | -17.6 | -7.1 | -2.3 | -6.8% | 0.9% | 3.0 |
| CCOc1cc(NC(=O)C2CCCCC2)c(OCC)cc1NC(=O)c1ccccn1 | -0.4% | -4.2% | -4.5 | -1.1 | 0.4 | 4.8 | 1.1% | 0.6% | -0.7 |
| COC(=O)C1CN(C(=O)C(C)Oc2cccc(C)c2C)c2ccccc2O1 (centres undefined) | -7.5% | -0.6% | -5.8 | -0.9 | 7.3 | 3.0 | 1.2% | 2.3% | 15.7 |
| COc1ccc(Cc2nnc(SC(C)C(=O)Nc3ccc(C(N)=O)cc3)o2)cc1 (centres undefined) | 8.1% | -4.8% | -2.6 | -5.3 | -12.0 | 0.5 | 1.3% | 0.5% | -1.6 |
| CC1CCCCN1C(=O)/C=C/c1ccccc1[N+](=O)[O-] (centres undefined) | 8.2% | -2.4% | -0.1 | -10.4 | 4.4 | 13.7 | -0.2% | 1.9% | 2.7 |
| COc1ccc(C)cc1Nc1nc(-c2ccccc2O)nc2ccccc12 | -8.7% | -2.2% | 1.2 | 2.7 | -10.6 | -10.5 | -9.3% | 3.5% | 3.3 |
| CSc1ncccc1C(=O)Nc1ccc(S(=O)(=O)Nc2nccs2)cc1 | 0.2% | -5.1% | -1.5 | -8.3 | 14.9 | -2.9 | -6.7% | 1.1% | 0.5 |
| Cc1ccc2nc(-c3ccc(NS(C)(=O)=O)cc3)cc(-c3ccccc3)c2c1 | -19.6% | 7.4% | 8.8 | -8.3 | 18.9 | 2.5 | -15.8% | 6.5% | 3.0 |
| CCOC(=O)N1CCN(c2ncc3c(n2)CC(c2ccccc2O)CC3=O)CC1 (centres undefined) | -3.5% | -4.0% | -4.0 | . | -8.4 | 6.5 | 2.9% | -0.2% | 0.6 |
| O=C(NCc1ccccc1CN1CCCC1)c1ccc(Cl)c(S(=O)(=O)N2CCCC2)c1 | -16.8% | -5.4% | -7.7 | -1.3 | -51.1* | -26.1 | 0.4% | -1.4% | 12.1 |
| CCCCN(C)C(=O)CNC(=O)c1nn(-c2ccc(OC)cc2OC)c(=O)c2ccccc12 | 5.1% | -2.6% | -6.2 | 10.2 | -4.1 | -4.0 | 0.0% | 1.0% | -0.9 |
| Cc1csc(SCC(=O)Nc2sccc2C#N)n1 | 3.7% | -13.2% | -9.3 | -13.2 | -2.5 | 8.2 | 5.9% | 3.3% | 5.9 |
| S=c1[nH]nc(C2CCCCC2)n1/N=C/c1ccc(Br)cc1 | 5.1% | -3.8% | 3.9 | -7.2 | 19.8 | 4.8 | -0.5% | 6.0% | 1.8 |
| COCCCN(C(=O)Cc1ccc(S(=O)(=O)N2CCOCC2)s1)c1c(N)n(Cc2ccccc2)c(=O)[nH]c1=O | -3.4% | -5.8% | . | 0.9 | . | . | -10.2% | . | . |
| Cc1cc(C)cc(N(CC(=O)Nc2ccc(C)cc2Cl)S(=O)(=O)c2c(C)[nH]c(=O)[nH]c2=O)c1 | -1.4%&0.7% | -0.3%&-0.1% | -3.5&0.1 | 3.5&-9.0 | 10.6&-2.8 | 13.1&-11.4 | 1.2%&-2.0% | -0.9%&1.9% | 5.6&-0.4 |
| CN1CCC(N(C)C(=S)NC(=O)C23CC4CC(CC(C4)C2)C3)CC1 | -6.5% | -1.7% | -8.3 | 4.8 | 1.0 | -2.3 | 0.7% | 0.0% | 2.7 |
| CCCn1cc(S(=O)(=O)c2ccc(C)cc2)c(=O)c2cc(OCC)ccc21 | 3.6% | -4.2% | 1.7 | 0.9 | 2.7 | 2.4 | 0.7% | 2.1% | 2.8 |
| Cc1nn(C(C)C(=O)N2CCN(c3ccc(F)cc3)CC2)c(=O)c2c1sc1ccccc12 (centres undefined) | -2.7% | -4.6% | -0.6 | -2.2 | 5.4 | 5.5 | 0.6% | 11.1% | 3.4 |
